Source: PubChem BioAssay (several laboratories)
PLAP activator – human PLAP activation. P05187. purified PLAP enzyme, luminescent substrate read-out; active compounds read high. activation fold at 20 µM. 96,000 compounds, 1.2% hits. AID 696; in the data active = activation fold above about 2
FAK inh – blocks human focal adhesion kinase activity | Q05397 | biochemical FAK kinase activity assay | inhibition, %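 (tested at 7 µM)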 | 97,000 compounds, 0.84% hits; in the data active = inhibition above about 19%;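 also: 0% = DMSO and 100% = reference compound high control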
MT1-MMP txn act – MT1-MMP promoter transcription activation | HT1080 MT1-MMP promoter luciferase reporter, luminescence, overnight; active compounds read high | activation factor at 10 µM | 86,000 compounds, 0.16% hits;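 active = activation factor of at least 2 for MT1-MMP transcription at 10 µM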
ERb SRC1 inh – blocks coactivator binding to human estrogen receptor beta; 86,000 compounds, 1.3% hits; Q92731; inhibition, % at 25.6 µM; TR-FRET ER-beta LBD / SRC1-Cy5 peptide binding; receptor agonist-loaded with 1 µM estradiol; AID 633;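 active = compounds whose percent inhibition of the receptor-coactivator binding signal exceeds about 50% in the single-dose screen, limit read from the data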;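 also: 0% = receptor plus peptide wells without compound and 100% = peptide-only wells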
Target sequence (Q92731 whole entry, looked up, the tested form may be a part): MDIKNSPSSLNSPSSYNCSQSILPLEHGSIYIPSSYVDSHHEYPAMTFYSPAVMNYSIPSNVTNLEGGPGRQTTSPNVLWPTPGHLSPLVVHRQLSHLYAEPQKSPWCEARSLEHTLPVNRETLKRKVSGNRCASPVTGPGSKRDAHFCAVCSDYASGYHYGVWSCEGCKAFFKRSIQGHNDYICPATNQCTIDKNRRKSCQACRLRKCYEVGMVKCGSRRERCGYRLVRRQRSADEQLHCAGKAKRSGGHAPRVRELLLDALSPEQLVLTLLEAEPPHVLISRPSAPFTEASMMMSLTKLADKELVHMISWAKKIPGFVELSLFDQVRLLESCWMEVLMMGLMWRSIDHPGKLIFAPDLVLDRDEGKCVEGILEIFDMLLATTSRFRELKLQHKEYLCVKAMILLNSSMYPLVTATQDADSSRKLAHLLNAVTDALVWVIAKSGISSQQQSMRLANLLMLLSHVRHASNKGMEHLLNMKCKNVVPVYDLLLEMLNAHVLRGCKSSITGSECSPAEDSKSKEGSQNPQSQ
ERa SRC1 inh – ER-alpha (human) coactivator binding inhibition | P03372 | 86,000 compounds, 1.7% hits | TR-FRET ER-alpha LBD / SRC-1 peptide, estradiol-bound | inhibition, % at 25.6 µM; in the data active = inhibition above about 50%;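 also: 0% = receptor plus peptide control and 100% = peptide only without receptor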
Target sequence (P03372 whole entry, looked up, the tested form may be a part): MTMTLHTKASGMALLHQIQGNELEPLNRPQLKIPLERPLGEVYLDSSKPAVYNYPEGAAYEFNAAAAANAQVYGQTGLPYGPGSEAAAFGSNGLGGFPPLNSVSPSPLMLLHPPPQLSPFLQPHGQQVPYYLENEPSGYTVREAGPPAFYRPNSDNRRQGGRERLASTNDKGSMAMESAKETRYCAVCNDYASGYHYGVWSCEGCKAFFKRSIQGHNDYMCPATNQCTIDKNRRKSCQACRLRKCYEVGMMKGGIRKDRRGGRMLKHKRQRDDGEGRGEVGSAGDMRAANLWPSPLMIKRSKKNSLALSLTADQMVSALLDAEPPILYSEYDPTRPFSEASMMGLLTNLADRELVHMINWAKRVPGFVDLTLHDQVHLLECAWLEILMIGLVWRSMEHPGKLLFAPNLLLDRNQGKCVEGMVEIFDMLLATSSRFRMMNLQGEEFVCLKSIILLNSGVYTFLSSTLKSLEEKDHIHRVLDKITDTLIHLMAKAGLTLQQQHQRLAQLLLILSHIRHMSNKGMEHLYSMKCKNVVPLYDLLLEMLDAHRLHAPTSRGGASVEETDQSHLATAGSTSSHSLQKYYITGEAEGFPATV
CD11b adhes enh – CD11b/CD18-fibrinogen binding enhancement; AID 1499; activation, % at 10 µM; 93,000 compounds, 0.07% hits; P05107+P11215; K562 CD11b/CD18 adhesion to fibrinogen, ATPlite luminescence;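 active = 10 µM primary screen giving 50% or more activity, confirmed by 40% or more on retest at that dose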; also: strong numbers were not always called active; reference of the scale not given here
ERa SRC1 pot – ER-alpha (human) coactivator binding potentiation. P03372. coactivator binding (% of control), % at 25.6 µM. 86,000 compounds, 1.3% hits. TR-FRET ERalpha-LBD/SRC-Cy5 coactivator binding, 2 h; 100 = basal binding, no effect; in the data active = activity above about 200%;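 also: binding measured in presence of low estradiol as agonist stimulus; 0% = peptide alone without receptor and 100% = receptor with peptide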
Mac1 fbg inh – blocks human CD11b/CD18 adhesion to fibrinogen; inhibition, % at 10 µM; P05107+P11215; 93,000 compounds, 0.54% hits; K562 CD11b/CD18 adhesion to fibrinogen, ATPlite luminescence; Mn2+ added to activate the integrin;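 active = primary inhibition of 50% or more at 10 µM, then 40% or more on retest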; also: some results filed as inactive read as strong as hits
Ecoli WT expand – blocks growth of wild type E. coli BW25113; OD600 absorbance; growth inhibition, % at 100 µM; 98,000 compounds, 0.15% hits; AID 710;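 active = growth inhibition above about 50% at one test dose, limit read from the data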;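 also: growth measured after 20 h incubation at 37 °C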
* marks the source's active call; other numbers are inactive results; . = not tested or not shown; [ ] = another dose, or the depositor's remark. Not a hit list; about 5.1% have a hit in one of these screens.

no. | molecule | PLAP activator | FAK inh | MT1-MMP txn act | ERb SRC1 inh | ERa SRC1 inh
1 | O=c1c(/C=N/O)c(Nc2ccccc2)nc2ccccn12 | 0.8 | 50* | 1.1 | 9[fluorescence artefact?] | 3
2 | Cc1cc(OCC(=O)Nc2ccncc2)c(C)cc1Br | 1 | 3 | 1.1 | -7 | -12
3 | COC(=O)c1ccccc1NC1OC(=O)c2ccccc21 (stereo unspecified) | 0.8 | -4 | 1.1 | 9 | 8
4 | N#Cc1nc(COc2ccc(Cl)cc2)oc1NCc1ccc2c(c1)OCO2 | 0.8 | 1 | 1 | 5 | 2
5 | Cc1cc(NC(=O)c2ccc(F)cc2F)n(-c2nc3ccccc3[nH]2)n1 | 0.9 | -8 | . | . | .
6 | Oc1ccc(-c2nc3ccccn3c2NCc2ccco2)cc1 | 0.9 | -2 | 1.4 | 9 | -8
7 | Cc1nc2c(C(=O)NCc3ccc4c(c3)OCO4)c[nH]n2c(=O)c1Cc1ccccc1F | 1.4 | 1 | 1.1 | 13[fluorescence artefact?] | 14[fluorescence artefact?]
8 | CC1CCc2nn(CC(=O)NCCN3CCCCC3C)cc2C1 (stereo unspecified) | 1.4 | -10 | 1 | 2 | -4
9 | Cn1nc(-c2ccc(C(=O)O)cc2)c2ccccc2c1=O | 1.1 | -1 | 1.2 | -3 | -3
10 | Cc1ccc(C)c(S(=O)(=O)N2CC(=O)Nc3ccccc32)c1 | 0.8 | -2 | 1 | -8 | -6
11 | O=C1c2ccccc2C(=O)N1CC1c2ccccc2CCN1C(=O)C1CCCCC1 (stereo unspecified) | 1.4 | 4 | 1.2 | 3 | 2
12 | O=C(CCN1CCc2ccccc2C1)Nc1ccccc1F | . | -1 | . | 2 | -26
13 | O=C(CSc1nnc(-c2c[nH]c3ccccc23)n1CC1CCCO1)Nc1ccc2c(c1)OCCO2 (stereo unspecified) | 1.1 | -1 | 1.2 | 5[fluorescence artefact?] | 9[fluorescence artefact?]
14 | CNC(=O)CCSc1ccc(C)cc1 | . | -1 | 1.2 | -3 | -1
15 | Clc1ccc(-c2noc(CSc3nnc(-c4ccncc4)n3-c3ccccc3)n2)cc1 | 1.4 | 1 | 1.1 | -10 | -3

no. | CD11b adhes enh | ERa SRC1 pot | Mac1 fbg inh | Ecoli WT expand
1 | -1 | 104[fluorescence artefact?] | -8 | -4
2 | -10 | 99 | 98* | 1
3 | -1 | 123 | -9 | 4
4 | 0 | 103 | -6 | -7
5 | -6 | . | 5 | -5
6 | 0 | 111 | -2 | 0
7 | . | 40 | . | -7
8 | -5 | 110[fluorescence artefact?] | 1 | -3
9 | 0 | 113 | -27 | -5
10 | 2 | 103 | -4 | -3
11 | 2 | 85 | -53 | -8
12 | . | 110 | . | -3
13 | -1 | 113 | -20 | 2
14 | . | 112 | . | .
15 | -6 | 101 | 63 | 3

One compound at a time, from the list above. Values in the order: PLAP activator, FAK inh, MT1-MMP txn act, ERb SRC1 inh, ERa SRC1 inh, CD11b adhes enh, ERa SRC1 pot, Mac1 fbg inh, Ecoli WT expand
Cc1cc(OCC(=O)Nc2ccncc2)c(C)cc1Br as listed: 1, 3, 1.1, -7, -12, -10, 99, 98*, 1
CNC(=O)CCSc1ccc(C)cc1 as listed: ., -1, 1.2, -3, -1, ., 112, ., .
Cn1nc(-c2ccc(C(=O)O)cc2)c2ccccc2c1=O as listed: 1.1, -1, 1.2, -3, -3, 0, 113, -27, -5
Cc1ccc(C)c(S(=O)(=O)N2CC(=O)Nc3ccccc32)c1 as listed: 0.8, -2, 1, -8, -6, 2, 103, -4, -3

The listing continues:
no. | molecule | PLAP activator | FAK inh | MT1-MMP txn act | ERb SRC1 inh | ERa SRC1 inh
16 | Cc1cc(C(=O)Cn2nnc3ccccc3c2=O)c(C)n1-c1ccccc1F | 0.9 | 1 | 0.7 | 5[fluorescence artefact?] | 5[fluorescence artefact?]
17 | N#CC(C(=O)OC1CCCCC1)c1nc2ccccc2nc1N1CCOCC1 (stereo unspecified) | 1 | -3 | 1 | -112[fluorescence artefact?] | 4
18 | O=C(Nc1ccccc1)c1ccncc1 | 1 | 1 | 1.1 | -20[fluorescence artefact?] | -10
19 | CC(=O)c1c(N)n(C)c(=O)n(C)c1=O | 0.8 | . | 1 | 1[fluorescence artefact?] | 6[fluorescence artefact?]
20 | CCOC(=O)C1=C(c2ccccc2)N=c2s/c(=C\c3ccc(O)cc3)c(=O)n2C1c1cccs1 (stereo unspecified) | 1.1 | 15 | . | . | .
21 | COCCn1c(SCC(=O)N2CCCc3ccccc32)nnc1-c1ccoc1C | . | 0 | 1.1 | -3[fluorescence artefact?] | -3
22 | Cc1sc2ncnc(N(C)Cc3cccs3)c2c1C | 0.8 | 1 | . | -15 | -5
23 | Cc1cc(C)c(/C=N/NC(N)=O)c(C)c1/C=N/NC(N)=O | 0.9 | -1 | . | . | .
24 | CCCOC(=O)C1=C(C)NC2=C(C(=O)C(C(=O)OC)C(C)C2)C1c1ccc(N(CC)CC)cc1 (stereo unspecified) | . | 9 | 1 | 13 | 19
25 | CC(=O)Nc1ccc(-c2nc(C)c(C(C)=O)n2O)cc1 | 0.8 | 3 | 1.1 | 3 | -5
26 | O=C(Nc1ccccc1N1CCCCC1)c1ccccc1F | 0.7 | 3 | 1 | 5 | -9
27 | COc1ccc(N=C2C(=Nc3ccc(OC)cc3)N(c3ccc(OC)cc3)C(=S)N2C(=O)c2ccc(OC)cc2)cc1 | . | -4 | 1.2 | -3[fluorescence artefact?] | -1
28 | CCC(=O)Nc1ccc(-c2nnc(SCC(=O)Nc3nccs3)n2C)cc1 | 1.1 | -2 | 1.1 | 0 | -1
29 | Cc1cc(C)cc(OCc2nnc(SCC(=O)N3CCN(c4ccccc4)CC3)o2)c1 | 1 | 0 | 1.1 | 8[fluorescence artefact?] | 11
30 | O=S(=O)(c1ccc2nc(Cc3cccc(C(F)(F)F)c3)[nH]c2c1)N1CCOCC1 | 1 | 0 | 1.2 | 1 | -3

no. | CD11b adhes enh | ERa SRC1 pot | Mac1 fbg inh | Ecoli WT expand
16 | -9 | 105 | 66 | -15
17 | -2 | 98 | -8 | -5
18 | 6 | 96 | -6 | -2
19 | 0 | 134 | 58 | 3
20 | 2 | . | -2 | -27
21 | . | 109 | . | .
22 | 0 | 128 | 34 | 10
23 | 3 | . | -32 | 1
24 | . | 103 | . | -19
25 | -2 | 116[fluorescence artefact?] | -12 | -7
26 | -3 | 122 | 17 | 2
27 | . | 102 | . | .
28 | -2 | 105 | 18 | 3
29 | 13 | 89 | -12 | -6
30 | 0 | 112 | 14 | -3

Further results.
no. | molecule | PLAP activator | FAK inh | MT1-MMP txn act | ERb SRC1 inh | ERa SRC1 inh
31 | CC(C)CN(CC(C)C)S(=O)(=O)N1CCC(C(=O)NCc2cccs2)CC1 | 1.1 | 0 | 1.1 | -2 | 3
32 | OCCN1CCN(CCSc2ccccc2)CC1 | 1.3 | -2 | 1.1 | -5 | -5[fluorescence artefact?]
33 | O=C(OCN1C(=O)c2ccccc2C1=O)/C(=C\c1ccco1)NC(=O)c1ccccc1 | 1.1 | -1 | . | . | .
34 | COc1ccc(-c2nc(N)n(C(=O)Cc3ccccc3)n2)cc1 | 0.9 | 0 | 1 | 6 | 8
35 | N#CC(C#N)=c1ccc2c(c1)N1C3=C(CCCC3)CC3CCCCC31N=2 (stereo unspecified) | 0.7 | 2 | 0.9 | 9 | -3
36 | COc1ccc(CNC(=O)C(NS(=O)(=O)c2ccc3c(c2)CCCN3C(C)=O)C(C)C)cc1 (stereo unspecified) | 1 | 0 | 1 | -2 | 2
37 | COc1ccccc1-c1cc(C(=O)Nc2ccc(F)cc2F)no1 | 0.9 | -1 | 1.4 | . | .
38 | Cn1cc(S(=O)(=O)Nc2ccc(Br)cc2F)c(=O)n(C)c1=O | 1.2 | -5 | . | -1 | 2
39 | O=C(Cn1cnc2ccccc2c1=O)c1cccs1 | 0.9 | 0 | . | . | .
40 | COc1ccc2c(CC(=O)NCc3ccc4c(c3)OCO4)coc2c1 | 1.2 | 9 | 1.1 | 12[fluorescence artefact?] | 5[fluorescence artefact?]
41 | CCOC(=O)CCC(=O)OCC(=O)NC(C)C1CC2CCC1C2 (stereo unspecified) | 1 | 1 | 0.9 | 8 | -6
42 | COc1ccc(NC(=O)N2CCCCC2)cc1 | 0.9 | 0 | 1.3 | -11 | -6
43 | Cc1cc(C)n(CC(O)Cn2c3ccccc3c3ccccc32)c(=O)n1 (stereo unspecified) | 1.4 | 2 | 1.1 | 2[fluorescence artefact?] | 5
44 | CCOC(=O)c1sc(NC(=S)NC(=O)CC(C)C)cc1C | 0.9 | -4 | . | . | .
45 | CC(C)Cn1c(=O)c2c(nc3n2CCCN3CCc2ccccc2)n(C)c1=O | 1.5 | 5 | 1 | -6[fluorescence artefact?] | 4

no. | CD11b adhes enh | ERa SRC1 pot | Mac1 fbg inh | Ecoli WT expand
31 | 4 | 114 | -3 | 6
32 | -3 | 112 | 1 | 1
33 | 1 | . | 2 | 5
34 | -1 | 112[fluorescence artefact?] | 5 | -4
35 | -2 | 107[fluorescence artefact?] | 18 | -34
36 | -6 | 91[fluorescence artefact?] | 1 | 3
37 | 8 | . | -1 | -25
38 | 0 | 113 | 6 | 2
39 | -3 | . | 4 | 17
40 | 0 | 146[fluorescence artefact?] | -51 | 3
41 | -3 | 109 | -4 | -18
42 | -1 | 103 | -12 | -2
43 | -3 | 121 | -10 | 1
44 | -2 | . | -6 | -14
45 | 1 | 100[fluorescence artefact?] | 17 | 3

3 entries out of the list above, sorted by their value in CD11b adhes enh, smallest number first.
| no. | canonical_smiles | CD11b adhes enh |
| --- | --- | --- |
| 36 | COc1ccc(CNC(=O)C(NS(=O)(=O)c2ccc3c(c2)CCCN3C(C)=O)C(C)C)cc1 (stereo unspecified) | -6 |
| 43 | Cc1cc(C)n(CC(O)Cn2c3ccccc3c3ccccc32)c(=O)n1 (stereo unspecified) | -3 |
| 44 | CCOC(=O)c1sc(NC(=S)NC(=O)CC(C)C)cc1C | -2 |

(listing goes on)
no. | molecule | PLAP activator | FAK inh | MT1-MMP txn act | ERb SRC1 inh | ERa SRC1 inh
46 | CCc1cccc(C)c1NC(=O)CN1C(=O)c2ccccc2S1(=O)=O | 1.2 | 6 | 1.1 | -5 | 6
47 | COc1ccc(C)cc1NC(=O)c1ccc(S(=O)(=O)N2CCOCC2)cc1 | 1.1 | 0 | 1.1 | 24 | 43
48 | Cc1ccc(-c2n[nH]c(=S)n2-c2ccccc2)cc1 | . | -2 | 1.2 | -6 | 4
49 | O=C(Oc1c(Cl)cc(Cl)c2ccccc12)N1CCCC1 | 1 | 0 | 1.2 | 12 | -6
50 | CCCS(=O)(=O)N1CCC(C(=O)N2CCc3ccccc3C2)CC1 | 1.1 | 4 | 1.1 | 1 | 6
51 | N=c1c(S(=O)(=O)c2ccccc2)cc2c(=O)n3ccccc3nc2n1CCN1CCOCC1 | . | -1 | 1.1 | 0 | -3
52 | COC(=O)C(NC(C)=O)(Nc1nc2ccc(S(C)(=O)=O)cc2s1)C(F)(F)F (stereo unspecified) | 0.9 | . | 1.2 | -5[fluorescence artefact?] | 4
53 | COc1cc(C)nc(OCCNC(=O)COc2ccc(Cl)cc2C)n1 | 1.6 | -4 | 1.1 | -5 | -1
54 | CCCN1CCC(NC(=O)Nc2ccc(F)cc2F)CC1 | 1 | -3 | 1 | -14[fluorescence artefact?] | -16
55 | CC(C)(C)C(=O)Nc1ccc(Oc2ccc3c(c2)C(=O)N(c2ccc(O)cc2)C3=O)cc1 | 1.4 | 0 | 1.1 | 0[fluorescence artefact?] | 18[fluorescence artefact?]
56 | Cc1cnc(C(=O)Nc2cccc3ncccc23)cn1 | 1.6 | -2 | 1 | 14[fluorescence artefact?] | 23

no. | CD11b adhes enh | ERa SRC1 pot | Mac1 fbg inh | Ecoli WT expand
46 | -2 | 97 | 39 | -4
47 | -3 | 102 | -5 | 2
48 | . | 94 | . | .
49 | . | 83 | . | 28
50 | 0 | 85 | -4 | 3
51 | . | 129 | . | .
52 | . | 107 | . | 4
53 | -2 | 108 | -20 | -1
54 | 0 | 119 | -4 | -3
55 | 18 | 76[fluorescence artefact?] | 1 | -9
56 | -3 | 110 | 17 | .
